CHO parental Ca: counter-screen: ATP calcium response change in parental CHO cells; parental CHO-K1, ATP-induced calcium, Fluo-8 fluorescence; inhibition, % at 5.6 µM; hit rate 0.63% among 330,000; AID 463079;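 active = inhibition above that plate's mean sample inhibition plus 3 SD, cut at about 26% in these data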;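 note: 0% = ATP-challenged DMSO wells and 100% = DMSO wells without ATP; some compounds past the cut are filed as inactive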
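Material – parental CHO cells · Reagent – ATP stimulus · Compound – single nominal dose of 5.6 µM per compound · Detection – Fluo-8 fluorescence · Read-out basis – percent inhibition of calcium signal · Controls – ATP-challenged DMSO wells low, unchallenged DMSO wells high · Repeats – no replicates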
V1aR counter: activates human V1a receptor in oxytocin agonist counter-screen | P37288 | CHO-V1R cells, Fluo-8 calcium fluorescence, agonist mode; 0% DMSO, 100% 3 nM vasopressin | activation, % at 3 µM | hit rate 0.25% among 320,000;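 active = activation above the mean activation of all tested compounds plus 3 SD, per screening run, cut at about 20% in these data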;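 note: signal is peak over basal fluorescence ratio across a 100 second FLIPR read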
Target sequence (P37288 whole entry, looked up): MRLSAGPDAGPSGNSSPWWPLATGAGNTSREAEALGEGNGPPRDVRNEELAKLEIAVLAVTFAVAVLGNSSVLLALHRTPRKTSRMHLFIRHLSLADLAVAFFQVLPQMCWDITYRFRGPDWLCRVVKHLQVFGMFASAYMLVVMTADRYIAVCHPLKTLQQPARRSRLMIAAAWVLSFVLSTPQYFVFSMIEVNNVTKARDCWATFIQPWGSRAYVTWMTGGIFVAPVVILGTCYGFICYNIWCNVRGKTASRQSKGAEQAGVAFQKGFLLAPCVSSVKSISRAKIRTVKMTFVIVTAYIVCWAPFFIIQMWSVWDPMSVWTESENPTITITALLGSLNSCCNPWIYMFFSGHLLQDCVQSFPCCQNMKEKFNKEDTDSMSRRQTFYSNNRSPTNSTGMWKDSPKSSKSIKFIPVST
OXTR potentiator: human OXTR potentiation. P30559. CHO-OTR cells, Fluo-8 calcium fluorescence, potentiator mode; 0% = oxytocin EC15, 100% = EC100. activation, % at 3 µM. hit rate 0.061% among 320,000. AID 2445;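 active = activation above that plate's cutoff, the mean activation of tested compounds plus 3 SD, cut at about 6.6% in these data, passing the limit was not always enough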;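 note: 100% uses oxytocin at 75 nM as the full agonist control; some results filed as inactive read as strong as hits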
Target sequence (P30559 whole entry, looked up): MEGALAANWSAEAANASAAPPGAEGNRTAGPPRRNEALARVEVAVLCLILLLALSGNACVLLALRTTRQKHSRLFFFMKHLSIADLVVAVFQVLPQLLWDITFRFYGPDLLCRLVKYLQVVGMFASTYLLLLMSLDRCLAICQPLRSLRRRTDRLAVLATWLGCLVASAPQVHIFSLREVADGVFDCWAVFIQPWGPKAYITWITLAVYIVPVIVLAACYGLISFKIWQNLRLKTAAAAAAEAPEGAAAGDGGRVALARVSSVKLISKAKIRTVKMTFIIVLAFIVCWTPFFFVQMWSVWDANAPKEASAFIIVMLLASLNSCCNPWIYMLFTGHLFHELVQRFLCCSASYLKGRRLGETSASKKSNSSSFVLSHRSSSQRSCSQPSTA
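assay system = CHO-OTR cells, human receptor | schedule = compound 6 min at room temperature before oxytocin, 100 s read | detection = Fluo-8 intracellular calcium fluorescence, ex 470-495, em 515-575 nm | evaluation = normalized max/min fluorescence ratio, % activation | control set = EC15 oxytocin alone as 0%, 75 nM oxytocin (EC100) as 100%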
M1 antag: human CHRM1 antagonism. CHO-K1 hM1, Fluo-8 calcium fluorescence, ACh EC80 antagonist. AID 588852. inhibition, % at 3 µM. P11229. hit rate 1.3% among 360,000;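 active = percent inhibition above its own plate's cutoff, namely the mean of that plate's compound wells plus 3 SD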;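 note: peak over basal fluorescence ratio during 140 s after agonist addition; 0% = ACh EC80 plus DMSO and 100% = DMSO alone without agonist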
TAAR1 antag: antagonists of human TAAR1. Q96RJ0. CHO RD-HGA16 TAAR1, Fluo-8 calcium fluorescence, antagonist. inhibition, % at 3 µM. hit rate 1.5% among 360,000;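 active = inhibition above a per-plate cutoff, the mean inhibition of test compounds on that plate plus 3 SD, cut at about 49% in these data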;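 note: 0% = DMSO plus EC80 beta-PEA response and 100% = DMSO alone without agonist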
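System: CHO RD-HGA16 cells bearing hTAAR1. Reagent: EC80 β-phenethylamine stimulus. Schedule: seeding 17-24 h prior, 75-min 37 °C, 30-min RT dye loading. Signal: Fluo-8 intracellular calcium dye fluorescence, real-time kinetic reads. Read-out: % inhibition from peak post-agonist over basal fluorescence ratio. Benchmarks: vehicle wells and EC80 agonist wells. Replicates: n of 1.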
M1 ag: human M1 muscarinic receptor agonism; P11229; CHO-K1 hM1, Fluo-8 calcium fluorescence, agonist mode; 0% DMSO, 100% acetylcholine EC100; activation, % at 3 µM; hit rate 0.33% among 360,000;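 active = activation above the run's mean compound activation plus 3 SD, cut at about 16% in these data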;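 note: peak over basal fluorescence ratio within a 140 s kinetic read after compound addition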
TAAR1 ag: agonists of human TAAR1. AID 624467. CHO RD-HGA16 TAAR1, Fluo-8 calcium fluorescence; vehicle wells 0%, saturating PEA agonist 100%. hit rate 0.99% among 360,000. activation, % at 3 µM. Q96RJ0;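 active = activation above the mean activation of all test compounds in the run plus 3 SD, cut at about 38% in these data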
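Repeats: no replicates (n 1) | Material: CHO-derived RD-HGA16 cells with stable Gα16 and human TAAR1 | Technique: Kinetic Fluo-8 calcium fluorescence | Schedule: 17-24 h seeding, 75 min 37 °C dye, 30 min RT | Evaluation: % activation from peak over basal fluorescence ratio, DMSO-to-PEA scaled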
M1 PAM: potentiates human M1 receptor response to acetylcholine; P11229; CHO-K1 hM1, Fluo-8 calcium fluorescence, ACh EC20; 0% = ACh EC20, 100% = maximal ACh; activation, % at 3 µM; hit rate 0.088% among 360,000; AID 588819; in the data active = activation above about 19%, passing the limit was not always enough
OXTR agonist: activates the human oxytocin receptor. activation, % at 3 µM. CHO-OTR cells, Fluo-8 calcium fluorescence; normalized: DMSO 0%, oxytocin 100%. hit rate 0.32% among 320,000;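 active = activation above the mean of all tested compounds plus 3 SD, cutoff set per screening run, cut at about 20% in these data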;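 note: peak over basal fluorescence ratio from a 100 s FLIPR kinetic read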
The depositor's hits bear a star; . = not tested or not shown.

Value order: M1 antag, V1aR counter, TAAR1 antag, OXTR agonist, M1 PAM, OXTR potentiator, TAAR1 ag, CHO parental Ca, M1 ag
O=C(OCc1ccccc1)N1CCC2CC1c1cc(-c3ccccc3)ccc12 (stereo not drawn)
 : -3, ., 4, ., 0, ., 6, ., -3
CC1CCN(C(=O)COc2ccc(Nc3ccccc3)cc2)CC1
 : -5, 0.5, -16, -1.0, 2, -7, 0, -24, -6
Cc1ccc(-c2[nH]ncc2/C=N/n2c(C)nc3ccccc3c2=O)cc1
 : -12, 0.4, 50*, 1.5, 15, 2, 11, -29, 2
O=C(OCc1ccccc1)N1CCC2CC1c1cc(N3CCN(S(=O)(=O)c4cccc5ccccc45)CC3)ccc12 (stereo not drawn)
 : -9, ., -10, ., 5, ., 3, ., -1
O=C(c1cc(=O)c2cc(Cl)ccc2o1)N1CCN(Cc2ccccc2)CC1
 : -12, 1.7, 9, 0.2, 8, -2, -1, -16, -7
CCN(CC)CCOC(=O)c1ccccc1Br
 : 10, 0.9, -4, 0.4, -29, 3, 7, -14, -16
Cc1ccc(CNC(=O)C2C3C=CC4(CN(Cc5cccnc5)C(=O)C24)O3)cc1 (stereo not drawn)
 : 14, -0.8, 15, -0.9, -1, -3, 1, -4, -4
Nc1nc(-c2ccccc2)c(CC(=O)O)s1
 : -16, ., -10, ., 7, ., 2, ., -3
Cc1ccc(-c2cc(C(=O)NCCN3CCOCC3)c3ccccc3n2)o1
 : 8, -0.2, -10, 0.4, 0, 6, 2, -8, -1
O=C(NCC1CC1)c1cc([N+](=O)[O-])cc([N+](=O)[O-])c1
 : -1, -0.2, -3, 0.1, 5, 1, 11, -8, -4
Cc1ccnc2nc(C(=O)N3CCN(S(=O)(=O)c4ccccc4)CC3)nn12
 : -4, 0.8, -2, 0.0, 7, -11, 4, -2, -4
CCN1C[C@@H]2[C@@H]3C(=O)N(C)C(=O)[C@@H]3[C@](C)(C1=O)N2C(=O)c1ccc(F)cc1
 : 1, ., -14, ., 0, ., 3, ., -3
c1ccc2nc(N3CCOCC3)cnc2c1
 : -7, 0.9, -23, 1.2, 7, -7, 1, -8, -3
Cc1ccc2cc3cc(C(=O)NCCCN4CC(C)CC(C)C4)oc3nc2c1 (stereo not drawn)
 : -25, 0.5, -8, 0.7, 15, -4, 1, -16, -5
CNC(=S)NN=C(C)CCCC(C)=NNC(=S)NC
 : -14, ., -17, ., -3, ., 0, ., -4
O=C(CS(=O)(=O)Cc1ccccc1)N1CCc2ccccc21
 : -13, -0.1, -1, -0.1, 8, 0, 1, -19, -4
CN(c1ccccc1)S(=O)(=O)c1cccc(NC(=O)CSc2nnc(N)s2)c1
 : 17, 7.3, 9, 7.3, -12, -18, 5, 13, 1
CN1CCC(=C(c2ccccc2)c2ccc(Br)cc2)CC1
 : 54*, 6.9, -26, 18, -14, -14, 54*, -22, 11
Cc1sc2nc(SCC(=O)c3cc(C)n(CC4CCCO4)c3C)n(C(C)C)c(=O)c2c1C (stereo not drawn)
 : 3, 0.6, 5, -1.4, 4, -5, 2, -15, -3
COc1ccc(CC(=O)Nc2ccc(/C(C)=N\NC(=O)c3ccc(Br)o3)cc2)cc1
 : -7, ., -31, ., 2, ., 0, ., -1
COC(=O)c1ccc2c(c1)N(Cc1ccccc1F)C(=O)c1ccccc1S2=O (stereo not drawn)
 : -9, -0.6, -13, -2.0, 10, -5, 1, -15, -4
Cc1ccc(C)n1-c1nnc(N2CCC(C(=O)NCCCN3CC(C)CC(C)C3)CC2)s1 (stereo not drawn)
 : 28, 0.3, -5, 0.4, -9, -4, 0, -8, -6
COc1cccc(CN2CCN(Cc3cc(OC)c(OC)c(OC)c3)CC2)c1OC
 : -14, ., -5, ., 10, ., 0, ., -4
COc1ccccc1C(=O)NC(=O)CSc1nnc(SC)s1
 : -2, 0.6, -17, -0.2, 7, 2, 0, -21, 0
CCN(CC)C(=O)CSc1nnc(-n2nc(C)cc2C)c2ccccc12
 : -1, -0.7, 13, -1.5, 1, -2, 10, -16, -5
O=C1CC(/C=C/c2ccncc2)=Nc2ccccc2N1
 : -12, 1.2, -3, 0.0, 11, 2, 6, -10, -3
COc1cnc(SCC(=O)O)[nH]c1=O
 : -3, 1.4, 10, -0.1, 5, -6, -1, 5, 2
CC(C(=O)Nc1ccccc1C(=O)N1CCOCC1)N(c1ccc(Cl)cc1)S(C)(=O)=O (stereo not drawn)
 : -11, 0.7, 10, 0.1, 11, 2, 10, -23, -5
COc1ccc(-c2cc3cc(OC)c(OC)cc3c(C)n2)cc1
 : -35, 0.0, -28, -0.2, 11, -2, -2, -20, -6
CC(=O)Nc1ccc(S(=O)(=O)NCc2ccc(C(=O)NCCN(C)Cc3ccccc3)cc2)cc1
 : -11, ., -13, ., 6, ., 4, ., -10
Cc1ccc(C(CC(=O)NCCCN(C)C)c2ccc(OC(C)C)cc2)cc1 (stereo not drawn)
 : -12, -0.1, 5, 0.5, 8, -5, 11, -9, -7
C/C(CC(=O)Nc1ccc2c(c1)OCCO2)=N\NC(=O)COc1cccc(C)c1
 : 0, -0.8, 2, 0.4, -3, -20, 9, -4, -4
COc1cc(C(=O)Nc2ccc(Cl)c([N+](=O)[O-])c2)cc(OC)c1OC
 : -2, 5.4, 15, 3.5, -6, -15, 11, -11, -7
CC1(C)N=C(N)N=C(N)N1c1ccc(OCCCOc2ccccc2)c(Cl)c1
 : 0, 0.5, -27, -0.7, -1, -6, -2, 8, -9
CCS(=O)(=O)C1=NN2C(=N)/C(=C\c3ccc(OC(=O)c4ccco4)c(Br)c3)C(=O)N=C2S1
 : ., 1.0, ., -1.1, ., -15, ., -3, .
O=C([C@@H]1CCCN1C(=O)c1cccs1)N1CCN(S(=O)(=O)c2cccc(F)c2)CC1
 : 1, 0.6, 5, 0.0, 2, 4, 10, -23, -5
CCNc1nnc(SCC(=O)N2c3ccccc3NC(=O)CC2C)s1 (stereo not drawn)
 : -5, 1.2, 0, 1.1, 5, -3, 2, -11, -3
COc1cccc(CN(C)C(=O)CCNC(=O)c2ccc(Br)cc2)c1
 : -6, -0.1, -14, -1.1, 15, -13, 0, -12, -1
CCOC(=O)N1CCN(c2cc(C)c([N+](=O)[O-])cc2F)CC1
 : 12, 9.2, 11, 9.5, -7, -24, 16, 8, -9
Cc1[nH]nc2c1/C(=N/O)CC(c1ccccc1)C2 (stereo not drawn)
 : -5, -0.1, -2, 0.3, 10, -3, 6, -6, -4
CCOC(=O)c1nnn(-c2nonc2N)c1COc1ccccc1
 : 14, -0.6, -1, -1.1, 1, -25, -3, -10, -2
Cc1cc(C(=O)OCC(=O)Nc2ccccc2Cl)c(C)o1
 : -4, -0.6, -31, -2.0, 3, 2, -2, -14, -3
Cc1ccc(NC(=O)COC(=O)Cc2csc(-c3ccc(Cl)cc3)n2)cc1C
 : -7, -0.5, 1, -2.4, 0, 7, 1, 1, -2
Cc1cccc(Cc2c(C)nc3c(C(=O)NCc4ccco4)cnn3c2C)c1
 : 1, 1.2, 3, -0.5, -3, -8, 11, -12, 0
CCn1c(N2CCN(C(=O)NC3CCCCC3)CC2)nc2ccccc21
 : 0, -0.3, -18, 0.1, 8, -10, 1, -12, -3
O=C(c1cccc(S(=O)(=O)N2CCc3ccccc32)c1)N1CCCC(C(F)(F)F)C1 (stereo not drawn)
 : 3, 1.2, 3, 0.0, -1, -3, 4, -9, -4
CCCN1CCN(CCCNC(=O)C2CCCN(c3nnc(-n4cccc4)s3)C2)CC1 (stereo not drawn)
 : -11, -0.5, -14, -0.2, 9, 4, 10, -3, 6
CCOC(=O)c1cn(Cc2ccccc2)nc1-c1ccccc1
 : -13, -1.4, -20, -2.7, 18, 1, 16, -13, -5
COc1ccc(CN(CC(O)COc2cccc3[nH]cc(C)c23)C(C)(C)C)cc1 (stereo not drawn)
 : 6, 0.2, -3, 0.4, -4, 1, 0, -18, -7
CN(C(=O)COC(=O)c1cc(S(=O)(=O)N(C)C)ccc1Cl)C1CCS(=O)(=O)C1 (stereo not drawn)
 : 0, 1.0, -16, 1.4, 6, 3, 1, -13, -4
O=c1c2ccccc2cnn1CCOc1cccc(Br)c1
 : 3, -0.4, -3, -1.3, -2, -4, 0, -12, -2
COc1ccc(C2CC(c3ccc(OC)c(OC)c3)=NN2S(C)(=O)=O)cc1 (stereo not drawn)
 : 5, 5.7, -1, 6.9, 0, -11, 9, 13, 6
Clc1cccc(Cl)c1COc1ccccc1CNn1cnnc1
 : -9, 1.9, -9, 0.9, 6, -9, 6, -1, -2
CCOc1ccc(NC(=O)C(C)N2C(=O)c3ccccc3C2=O)cc1 (stereo not drawn)
 : -13, 1.0, -15, -0.8, 17, -1, 2, -1, 2
Cc1cc(C)c2cc(C#N)c(N3CCCC3)nc2c1
 : -4, -0.5, -15, -1.7, -5, -5, 3, -19, -5
Cc1cccc(/C=N\NC(=O)c2ccccc2-n2cccc2)c1
 : 8, -2.0, -15, -1.3, 3, -6, -1, -16, 2
COc1ccc(NC(=O)O/N=C/c2ccccc2)cc1
 : 1, -1.1, -12, -0.4, 1, -7, 12, -8, -4
O=C1/C(=C\c2ccccc2)CN(C(=O)CCN2CCCCC2)C/C1=C/c1ccccc1
 : 9, ., 6, ., -11, ., 23, ., -8
CCOc1ccc(/C=N/NC(=O)CN2CCSCC2)cc1
 : -2, 1.1, 13, 0.1, 11, -6, 1, 1, -5
COCCNC(=O)C1(C)CCCN(C(=O)CCc2ccccc2)C1 (stereo not drawn)
 : -19, ., -6, ., 14, ., 1, ., 1

Reprinted from the part before: two entries; new compounds follow.
Value order: M1 antag, V1aR counter, TAAR1 antag, OXTR agonist, M1 PAM, OXTR potentiator, TAAR1 ag, CHO parental Ca, M1 ag
CCOc1ccc(/C=N/NC(=O)CN2CCSCC2)cc1
 : -2, 1.1, 13, 0.1, 11, -6, 1, 1, -5
COCCNC(=O)C1(C)CCCN(C(=O)CCc2ccccc2)C1 (stereo not drawn)
 : -19, ., -6, ., 14, ., 1, ., 1
O=C(NCCCN1CCCC1=O)c1ccc2c(c1)ncn2C1CCCCC1
 : -14, 1.3, -2, 0.0, 18, -3, 1, 15, 2
CCOc1ccc(OCC)c(S(=O)(=O)NCCOC23CC4CC(CC(C4)C2)C3)c1
 : 19, -0.5, -16, -1.3, -12, 2, 5, -13, -7
CCn1c(C)cc(/C=C2/SC(=S)NC2=O)c1C
 : -3, 4.3, -9, 3.2, 1, -1, 1, -3, -3
CC(C(=O)NCC1CCCO1)n1cccc1C(=O)c1ccccc1 (stereo not drawn)
 : -11, 0.3, -23, -0.3, 5, -2, 2, -23, -3

Assay outcomes (PubChem BioAssay)

Random draw from the library, and some 3.7% of all compounds hit somewhere here.
